Screening results deposited in PubChem by Fisher Drug Discovery Resource Center.
NPYLR7 agonist = activates Aedes aegypti NPYLR7 receptor; HEK293T NPYLR7/Galpha15, GCaMP6s calcium fluorescence; AID 1259423; 0.15% of 270,000 active; activation, % at 10 µM; in the data active = activation above about 40%;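 note: 0% = vehicle and 100% = reference agonist at the receptor; some compounds past the cut are filed as inactive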
mcGAS inh = mouse cGAS inhibition by luminescence | Q8C6L5 | recombinant cGAS, Kinase-Glo ATP depletion luminescence | inhibition, % at 12.5 µM | 0.15% of 160,000 active | AID 1259399;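 note: 0% = negative control wells and 100% = reference inhibitor with no enzyme activity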
hcGAS inh = inhibitors of human cGAS. recombinant h-cGAS, ATP depletion, Kinase-Glo luminescence. 0.081% of 290,000 active. Q8N884. inhibition, % at 12.5 µM;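 note: 0% = vehicle reaction and 100% = reaction without DNA for no activity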
Target sequence (Q8N884 whole entry, looked up): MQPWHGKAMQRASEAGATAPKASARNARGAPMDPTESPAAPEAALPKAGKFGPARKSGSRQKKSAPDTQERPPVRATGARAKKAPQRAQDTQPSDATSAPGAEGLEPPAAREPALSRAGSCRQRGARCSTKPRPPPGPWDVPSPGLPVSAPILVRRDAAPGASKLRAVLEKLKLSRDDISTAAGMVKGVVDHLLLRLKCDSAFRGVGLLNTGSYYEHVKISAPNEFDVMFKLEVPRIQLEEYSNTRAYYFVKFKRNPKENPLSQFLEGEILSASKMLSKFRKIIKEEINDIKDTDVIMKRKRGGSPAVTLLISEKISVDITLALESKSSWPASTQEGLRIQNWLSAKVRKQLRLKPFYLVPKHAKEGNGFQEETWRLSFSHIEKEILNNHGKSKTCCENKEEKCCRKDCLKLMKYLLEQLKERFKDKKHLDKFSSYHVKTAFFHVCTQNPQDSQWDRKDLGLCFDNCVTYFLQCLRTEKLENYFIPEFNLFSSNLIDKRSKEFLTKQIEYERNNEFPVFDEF
The depositor's hits bear a star. Cut-off read from the data, not from the text of the source, unless noted: active = inhibition above about 40%; inactive = the rest. Rows were taken by chance; overall some 0.27% were active at least once.

CCOC(=O)c1nn(-c2ccccc2)c(=O)cc1NC(=O)CC1CCCC1 was read as mcGAS inh -5.7 and hcGAS inh -4.3.
CN1CCC2(CCC1=O)CCN(C(=O)CCc1cc(=O)[nH]o1)CC2 was read as NPYLR7 agonist 2.4 and hcGAS inh -3.4.
CC(=O)Nc1ccc(-n2c(CCC(=O)N3CCCC3)ccc2-c2ccc(F)cc2)cc1 was read as NPYLR7 agonist -5.3, mcGAS inh 1.5 and hcGAS inh -0.1.
For CCCCN(C)c1ncnc2c1sc1nc(C)c3c(c12)CC(C)(C)OC3 the results were NPYLR7 agonist 5.7 and hcGAS inh -0.6.
For CN(C)c1noc(C2CC2c2cccnc2)n1 (configuration not stated) the results were NPYLR7 agonist 39.8 and hcGAS inh -5.2.
For COCCCNC(=O)C(NC(=O)c1ccccc1F)C1CCN(C(=O)Nc2cccc(Cl)c2)CC1 (configuration not stated) the results were NPYLR7 agonist 0.3, mcGAS inh -2.6 and hcGAS inh 1.5.
For COc1ccccc1OC1CCN(Cc2nc(-c3ccc(SC)cc3)oc2C)CC1 the results were NPYLR7 agonist 6.7, mcGAS inh -14.4 and hcGAS inh -2.4.
For CN(C)c1ccc2cc(NC(=O)C3CC(=O)N(C4CCCC4)C3)ccc2n1 (configuration not stated) the results were NPYLR7 agonist -3.4, mcGAS inh -7.3 and hcGAS inh -5.3.
For CCOC(=O)CNC(=O)CSc1nnc2n1CCN2c1ccc(F)cc1 the results were NPYLR7 agonist -1.1, mcGAS inh -3.6 and hcGAS inh -6.0.
Cc1ccccc1Nc1oc2c(c1-c1ccccc1F)c(=O)n(C)c(=O)n2C was read as NPYLR7 agonist -5.4, mcGAS inh -4.5 and hcGAS inh -1.3.
CC(c1cc2ccccc2o1)N(C)CCC(=O)NC(=O)NC1CCCC1 (configuration not stated) was read as NPYLR7 agonist -0.8 and hcGAS inh -10.0.
For COC(=O)c1cc2cc(Br)cc(Br)c2oc1=O the results were NPYLR7 agonist 10.9 and hcGAS inh -10.0.
Screening Cn1c(N)c(C(=O)CN(Cc2ccc(F)cc2)C2CCCCC2)c(=O)n(C)c1=O returned NPYLR7 agonist 6.3 and hcGAS inh -6.8.
Screening COc1ccc(OC)c(C2CCCN2CC(=O)NC(C)c2ccc(C)c(C)c2)c1 (configuration not stated) returned NPYLR7 agonist 5.9 and hcGAS inh 1.6.
For COCCn1cc(NC(=O)Nc2cc(F)ccc2F)c2ccccc21 the results were NPYLR7 agonist 17.1 and hcGAS inh -10.3.
Screening CC(C)CCN1C=NS(=O)(=O)c2ccccc21 returned NPYLR7 agonist 6.3 and hcGAS inh 1.5.
Screening O=C(Nc1cc(C(F)(F)F)ccc1Cl)N1CC(=O)N2CCc3ccc(Cl)cc3C2C1 (configuration not stated) returned NPYLR7 agonist 28.1, mcGAS inh -5.3 and hcGAS inh -9.7.
Screening CCCC(Nc1nc(-c2cccnc2)nc2c1cnn2C)c1cccs1 (configuration not stated) returned NPYLR7 agonist 3.5 and hcGAS inh -4.1.
For O=C(CSc1nc(-c2ccccc2)c(NC(=O)C2CCCC2)s1)NC1CC1 the results were NPYLR7 agonist -9.5, mcGAS inh -9.9 and hcGAS inh -2.8.
For C/C(=C\c1ccco1)CN1CCC(n2nc(C)cc2C)C1 (configuration not stated) the results were mcGAS inh -7.5 and hcGAS inh -5.4.
For CC(C)CC(NC(=O)c1cccs1)C(=O)N1CCc2c(nc[nH]c2=O)C1 (configuration not stated) the results were NPYLR7 agonist 5.6 and hcGAS inh -5.4.
N#CCCNC12CC3CC(CC(C3)C1)C2 was read as NPYLR7 agonist 2.8 and hcGAS inh -4.7.
Screening O=C(OCC(=O)N1CCc2ccccc2C1)c1ccc2c(c1)OCCO2 returned NPYLR7 agonist 4.9 and hcGAS inh -5.9.
`Cc1cc(C)c(NC(=O)CN(C)C(=O)C2CCN(Cc3nccn3C)CC2)c(C)c1` gave NPYLR7 agonist -1.4 and hcGAS inh 0.5.

For reference, 7 of the compounds above.
Screening COc1ccc(OC)c(C2CCCN2CC(=O)NC(C)c2ccc(C)c(C)c2)c1 (configuration not stated) returned NPYLR7 agonist 5.9 and hcGAS inh 1.6.
For COCCn1cc(NC(=O)Nc2cc(F)ccc2F)c2ccccc21 the results were NPYLR7 agonist 17.1 and hcGAS inh -10.3.
Screening CC(C)CCN1C=NS(=O)(=O)c2ccccc21 returned NPYLR7 agonist 6.3 and hcGAS inh 1.5.
Screening O=C(Nc1cc(C(F)(F)F)ccc1Cl)N1CC(=O)N2CCc3ccc(Cl)cc3C2C1 (configuration not stated) returned NPYLR7 agonist 28.1, mcGAS inh -5.3 and hcGAS inh -9.7.
Screening CCCC(Nc1nc(-c2cccnc2)nc2c1cnn2C)c1cccs1 (configuration not stated) returned NPYLR7 agonist 3.5 and hcGAS inh -4.1.
For O=C(CSc1nc(-c2ccccc2)c(NC(=O)C2CCCC2)s1)NC1CC1 the results were NPYLR7 agonist -9.5, mcGAS inh -9.9 and hcGAS inh -2.8.
For C/C(=C\c1ccco1)CN1CCC(n2nc(C)cc2C)C1 (configuration not stated) the results were mcGAS inh -7.5 and hcGAS inh -5.4.

New compounds follow:
Screening CCCCNC(=O)c1c(O)nc2c(C)cccn2c1=O returned NPYLR7 agonist 1.6, mcGAS inh -9.0 and hcGAS inh -11.4.
`CCc1csc(C2CCCN(C(=O)NC(C)(C)C)C2)n1` (configuration not stated) gave mcGAS inh -4.7 and hcGAS inh -7.4.
`CC1(C)ON=C(c2ccco2)N(Cc2ccc(S(C)(=O)=O)cc2)C1=O` gave NPYLR7 agonist -0.6 and hcGAS inh -0.3.
COc1ccc2nc(-c3ccc(C)c(NC(=O)C4CC4)c3)cn2n1 was read as NPYLR7 agonist -11.9, mcGAS inh -10.7 and hcGAS inh -5.6.
Screening CSc1nc2n(n1)C(c1ccccc1)C(C#N)C(N)=N2 (configuration not stated) returned NPYLR7 agonist -2.1 and hcGAS inh -2.5.
COc1cccc(CC2CN(Cc3nc[nH]c3C)CCO2)c1 (configuration not stated) was read as NPYLR7 agonist 7.1 and hcGAS inh -3.8.
For COc1cccc(CN(Cc2ccc(C(O)(CC3CCC3)CC3CCC3)o2)CC2CCCO2)c1 (configuration not stated) the results were NPYLR7 agonist 7.8, mcGAS inh -6.4 and hcGAS inh -9.9.
`Cc1nnc(-c2ccccc2NC(=O)C2(N)CC2)o1` gave NPYLR7 agonist 4.1 and hcGAS inh -7.6.
COc1cc(CNC(=O)c2c(C)noc2-c2ccc3c(c2)OCO3)cc(OC)c1 was read as NPYLR7 agonist 5.7, mcGAS inh 2.5 and hcGAS inh 3.3.
`CNS(=O)(=O)c1cc(OCC(N)=O)c(C)cc1Cl` gave NPYLR7 agonist 10.3 and hcGAS inh 10.1.
`Cc1cc(N2CCCC(c3nn(C)c(=O)n3-c3ccccc3)C2)nc(N)n1` (configuration not stated) gave NPYLR7 agonist 1.6 and hcGAS inh -4.2.
For CCCC(C)c1nnc(NC(=O)c2ccccc2-n2cncn2)s1 (configuration not stated) the results were NPYLR7 agonist 7.5 and hcGAS inh -6.9.
CC(C)c1ccc(OCC(=O)c2ccc3c(c2)N(CCCC(=O)N2CCOCC2)C(=O)CO3)cc1 was read as mcGAS inh 2.3 and hcGAS inh 2.2.
`CC(C)N1CCCC(C)(C(=O)Nc2nccc3cccnc23)C1` (configuration not stated) gave NPYLR7 agonist 0.0 and hcGAS inh -1.7.
O=C(CN1C(=O)c2ccccc2C1=O)N1CCN(c2ccccn2)CC1 was read as NPYLR7 agonist 7.5 and hcGAS inh -5.8.
For COc1cccc(C(CC(=O)N2CCN(c3ccc([N+](=O)[O-])cc3)CC2)c2c[nH]c3ccccc23)c1OC (configuration not stated) the results were mcGAS inh -6.7 and hcGAS inh -4.9.
`O=C(c1cccc([N+](=O)[O-])c1)N1CCCN(c2nc(C3CCOCC3)nc3c2cnn3-c2ccccc2)CC1` gave NPYLR7 agonist -6.9, mcGAS inh -10.7 and hcGAS inh -8.0.
`C=CCn1c(SCC(=O)NCc2ccco2)nc2ccccc2c1=O` gave NPYLR7 agonist -4.6, mcGAS inh -4.9 and hcGAS inh -6.0.
O=C1NCC(=O)N2CCN(C(=O)N3CCOCC3)C[C@H]12 was read as NPYLR7 agonist -6.5, mcGAS inh -6.8 and hcGAS inh -4.7.
O=C(NC1CCN(c2ccccc2C(=O)NCc2ccc(F)cc2)CC1)c1cccc(F)c1 was read as NPYLR7 agonist -5.7, mcGAS inh -3.2 and hcGAS inh -1.5.
Screening CCC(C)C(NC(=O)Nc1cccc(F)c1)C(=O)Nc1nnc(-c2cccc(Br)c2)s1 (configuration not stated) returned NPYLR7 agonist -4.8, mcGAS inh -5.0 and hcGAS inh -15.2.
For CCCSc1ccnc2c1c(=O)n(C)c(=O)n2C the results were NPYLR7 agonist 5.4, mcGAS inh -6.0 and hcGAS inh -2.5.
`OCCn1ncc2c1CN(c1ncc(F)c(N3CCOCC3)n1)C2` gave NPYLR7 agonist 1.9, mcGAS inh -13.9 and hcGAS inh -3.8.
COCCCN(Cc1ccc(OS(C)(=O)=O)cc1)C(=O)Nc1ccc(SC)cc1 was read as NPYLR7 agonist 25.1, mcGAS inh -6.2 and hcGAS inh -6.0.
For CCN(CC)S(=O)(=O)c1ccc(Cl)c(NC(=O)COC(=O)c2ccnc(Cl)c2)c1 the results were NPYLR7 agonist -8.0, mcGAS inh -4.7 and hcGAS inh -4.8.
Screening Oc1c(Br)cc(C=NNc2ccccn2)cc1Br returned NPYLR7 agonist 4.8 and hcGAS inh -4.1.
Screening c1ccc(C2CCCN2Cc2cnc(N3CCCC3)nc2)nc1 (configuration not stated) returned NPYLR7 agonist 3.6 and hcGAS inh -8.4.
`Cc1ccc(C(C)NC(=O)CSc2nnc(SCC(N)=O)s2)cc1C` (configuration not stated) gave NPYLR7 agonist 20.1 and hcGAS inh 1.5.
Screening CCN1C(=O)CC(CC(=O)N2CCN(c3cnccn3)CC2)(c2cccc(C(F)(F)F)c2)C1=O (configuration not stated) returned NPYLR7 agonist 15.5, mcGAS inh -11.2 and hcGAS inh -5.8.
`CCCCCCN(C(=O)NC12CC3CC(CC(C3)C1)C2)C(CC)c1nc2ccccc2c(=O)n1-c1cccc(Cl)c1` (configuration not stated) gave mcGAS inh -5.5 and hcGAS inh -5.9.
For COc1ccccc1C(=O)Nc1cccc(C2SCC(=O)N2c2ccc(C(F)(F)F)cc2)c1 (configuration not stated) the results were NPYLR7 agonist 3.5, mcGAS inh -4.7 and hcGAS inh -4.6.
For CCNc1ccnc(N2CCN(Cc3ncccc3C)CC2)n1 the results were NPYLR7 agonist -1.7, mcGAS inh -3.7 and hcGAS inh -2.2.
COc1nccc(N2CCC(CC(=O)NCCN3CCN(C)CC3)CC2)n1 was read as mcGAS inh -2.0 and hcGAS inh -7.5.
Screening COc1ccc(OC)c(-c2nc(CN3CCN(C)C(=O)C3)c(C)o2)c1 returned NPYLR7 agonist 4.0, mcGAS inh -13.9 and hcGAS inh -5.2.
O=C(O)c1cc2ccccc2n1-c1ccccc1 was read as NPYLR7 agonist -5.4, mcGAS inh 0.1 and hcGAS inh -4.3.
CC(C)(C)C(=O)CN1C(=O)NC(C)(c2ccc(Cl)cc2)C1=O (configuration not stated) was read as NPYLR7 agonist 11.7 and hcGAS inh -12.3.
For Cc1nn(C)c2nc(C(C)C)cc(C(=O)N3CCC4(CCOCC4)C3)c12 the results were NPYLR7 agonist 3.4 and hcGAS inh -6.5.
Screening O=C(NC1=N[C@@]23CO[C@H](c4ccccc4)C[C@@H]2CC(=O)[C@H]3S1)NC1CCCCC1 returned NPYLR7 agonist 0.9, mcGAS inh -6.6 and hcGAS inh -10.5.
For Cc1ccc(F)cc1C(=O)N1CCC2(CC1)OCc1cc(-c3ccccc3)ccc1O2 the results were NPYLR7 agonist 5.1, mcGAS inh -2.7 and hcGAS inh -3.3.
O=C1CCC(CCC(=O)N2CCN(C(=O)c3ccco3)CC2)(Cc2ccc(-c3ccccc3)cc2)N1 (configuration not stated) was read as NPYLR7 agonist 23.9, mcGAS inh -11.6 and hcGAS inh -6.1.
Screening CCCc1nc(N2CCN(C(=O)NC3CCCCC3)CC2)c2c(-c3cccc(C(F)(F)F)c3)noc2n1 returned NPYLR7 agonist 20.2, mcGAS inh -5.8 and hcGAS inh -2.1.
Screening CC1=C(C(=O)N2CCCC(N3CCN(c4cccc(C(F)(F)F)c4)CC3)C2)OCCO1 (configuration not stated) returned NPYLR7 agonist -4.9 and hcGAS inh -3.3.
COc1ccc(NC(=O)C2(N3Cc4ccc(Nc5ccncc5)nc4C3=O)CC2)cc1 was read as NPYLR7 agonist -1.7 and hcGAS inh 0.0.
For COc1ccc2cc(/C=C/C(=O)N3CCNC(=O)C3)ccc2c1 the results were NPYLR7 agonist -0.3, mcGAS inh -0.6 and hcGAS inh -1.0.
Screening Cc1nn(Cc2ccc(F)cc2)c(=O)c2c1cnn2-c1cccc(Cl)c1 returned NPYLR7 agonist 7.7 and hcGAS inh -6.1.
Screening C=CCN(Cc1ccc(Br)s1)C(=O)Cn1cnc(C#N)n1 returned NPYLR7 agonist 5.8, mcGAS inh -15.5 and hcGAS inh -7.3.
For COC(=O)CC(NC(=O)Nc1ccc(F)cc1)C(=O)OC (configuration not stated) the results were NPYLR7 agonist -3.3 and hcGAS inh -7.0.
For CCC(NC(=O)N(C)Cc1c(C)noc1C)c1c(C)nn(C)c1C (configuration not stated) the results were NPYLR7 agonist 2.2, mcGAS inh -4.7 and hcGAS inh -8.5.
